From PubChem
GSK3B inh – blocks human GSK3beta kinase activity. activity score (negative = inhibition), % at 10 µM. hit rate 0.038% among 300,000. GST-GSK3beta kinase, ADP-Glo luminescence, 60 min; hits give low values;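 active = more than half of replicate wells score below -50%, meaning over 50% inhibition versus plate controls; inconclusive = some replicates but at most half score below -50%; inactive = no replicate scores below -50%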;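 also: 0% = median DMSO wells and -100% = median GW8510 positive control wells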
Target sequence (P49841 whole entry, looked up): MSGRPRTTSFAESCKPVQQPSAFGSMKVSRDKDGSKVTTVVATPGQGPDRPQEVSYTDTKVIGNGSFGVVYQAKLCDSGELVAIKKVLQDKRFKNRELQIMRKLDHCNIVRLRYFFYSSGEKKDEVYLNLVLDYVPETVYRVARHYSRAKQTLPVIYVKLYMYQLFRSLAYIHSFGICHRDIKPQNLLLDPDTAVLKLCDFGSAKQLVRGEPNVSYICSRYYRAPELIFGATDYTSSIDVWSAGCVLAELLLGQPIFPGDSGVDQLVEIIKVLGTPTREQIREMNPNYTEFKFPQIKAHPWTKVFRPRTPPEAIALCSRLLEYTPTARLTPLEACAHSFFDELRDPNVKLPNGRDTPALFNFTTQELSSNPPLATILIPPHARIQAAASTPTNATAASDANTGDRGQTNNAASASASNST
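Test system: GST-fused GSK3beta enzyme, cell-free | Quantity: 1.6 ng GST-GSK3beta enzyme per well | Reagent: 25 µM ATP with peptide substrate | Schedule: 60 min enzyme reaction, room temperature | Signal: Luminescent ADP-Glo measurement of ADP formed | Read-out basis: Score relative to plate controls | Control set: DMSO and 20 µM GW8510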
GSK3 alpha inh – blocks human GSK-3 alpha kinase; inhibition, % at 10 µM; ADP-Glo luminescence, 60 min; AID 2650; hit rate 0.1% among 320,000; P49840;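 in the data active = inhibition above about 50%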;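 also: GST-tagged GSK-3 alpha with peptide substrate and 25 µM ATP; 0% = DMSO neutral wells and 100% = GW8510 positive control wells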
Target sequence (P49840 whole entry, looked up): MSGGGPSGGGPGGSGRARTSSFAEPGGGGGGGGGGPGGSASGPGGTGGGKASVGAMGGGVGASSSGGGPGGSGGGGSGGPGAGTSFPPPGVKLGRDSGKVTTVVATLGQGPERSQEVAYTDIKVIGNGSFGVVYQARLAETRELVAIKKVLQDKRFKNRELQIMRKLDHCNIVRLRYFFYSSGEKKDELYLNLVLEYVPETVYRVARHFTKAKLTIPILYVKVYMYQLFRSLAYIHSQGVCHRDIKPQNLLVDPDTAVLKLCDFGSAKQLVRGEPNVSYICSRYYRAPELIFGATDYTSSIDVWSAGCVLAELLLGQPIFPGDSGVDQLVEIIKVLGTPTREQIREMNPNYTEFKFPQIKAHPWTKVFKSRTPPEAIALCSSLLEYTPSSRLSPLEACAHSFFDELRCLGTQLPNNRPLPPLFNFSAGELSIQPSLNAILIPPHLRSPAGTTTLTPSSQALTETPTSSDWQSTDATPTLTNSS
aSyn 5UTR inh – MLPCN primary screen, SNCA 5' untranslated region. inhibition, % (tested at 7.5 µM). hit rate 0.82% among 300,000. alpha-synuclein 5'UTR reporter, inhibitor activity; in the data active = inhibition above about 60%; inconclusive = no clear call, values can overlap the other calls;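 also: H4 neuroglioblastoma cells stably carrying SNCA 5'UTR luciferase fusion; 0% = DMSO wells and 100% = positive control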
HSP90 refold inh – HSP90 refolding inhibition in rabbit reticulocyte lysate. luciferase refolding luminescence, 3 h. inhibition, % at 5.6 µM. hit rate 0.91% among 290,000. AID 1789;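 active = inhibition above the screen-wide mean plus 3 SD, computed separately per campaign, cut at about 16% in these data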;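 also: 0% = DMSO wells and 100% = 60 µM geldanamycin wells; inhibitors lower the luminescence because luciferase stays unfolded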
HIF act – HIF pathway transcriptional activation. U2OS HRE-luciferase reporter, luminescence; normalized: DMSO 0%, desferrioxamine 100%. activation, % at 7.5 µM (by protocol). hit rate 0.32% among 300,000;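 active = mean activation of at least 10% of the iron chelator positive control signal, with at least half of replicates also reaching 10%; inconclusive = mean and replicate majority disagree about reaching 10%; inactive = mean and most replicates under 10%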
AI-2 QS modul – modulates the Vibrio harveyi AI-2 quorum sensing system; Vibrio harveyi JMH597 AI-2 luminescence/OD600 ratio, 9 h; hits give low values; strain lacks LuxN and CqsS sensors; 0 = neutral-control median; activity change, % at 7.5 µM; hit rate 0.4% among 300,000; AID 2094; in the data active = activity change below about -75%, passing the limit was not always enough; inconclusive = no clear call, values can overlap the other calls;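 also: luminescence divided by OD600 gain over 9 h not by final OD600 alone; inactives centre near 13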
HSF1 activator – increases HSF-1 driven luciferase reporter signal | activation, % at 9 µM | hit rate 1.7% among 300,000 | AID 504408 | NIH3T3-HGL HSF-1 luciferase reporter, MG132, 8 h; 100% = twice DMSO control signal;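 active = mean replicate activation of at least 50% with a set share of replicates each reaching 50%; inconclusive = only one of those two conditions met; inactive = mean below 50% and too few replicates reaching it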;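 also: 0% = median of the neutral control wells and 100% = twice that signal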
IEC-6 cytotox – IEC-6 cytotoxicity, counter-screen for KLF5 inhibitors | luminescence viability | inhibition, % at 5 µM | hit rate 0.78% among 290,000 | AID 1825; in the data active = inhibition above about 22%;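 also: 0% = plate median of test compound wells and 100% = cytotoxic reference compound wells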
HSF1 inh – HSF1 inhibition; NIH3T3-HGL HSE-luciferase, MG132-induced, luminescence 8 h; hits give low values; activity change, negative = inhibition, % at 7.5 µM (by protocol); hit rate 0.77% among 300,000; AID 2098;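 active = more than half of replicate wells show activity change below -50%, luminescence cut by over half; inconclusive = some wells, but at most half, below -50%; inactive = no replicate well below -50%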;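 also: luciferase reports HSF-1 transcriptional activity via heat shock element; 0% = median of DMSO wells and -100% = zero luminescence signal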
KLF5 inhibitor – inhibitors of KLF5 expression; DLD-1 KLF5 promoter-luciferase reporter, luminescence; inhibition, % at 5 µM; hit rate 0.23% among 290,000; AID 1700;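 active = inhibition above a per-plate limit of that plate's mean compound inhibition plus 3 SD, cut at about 60% in these data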;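 also: 0% = DMSO wells and 100% = LY294002 at 200 µM; higher means less KLF5 promoter-driven luciferase light; inactives centre near -14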
* = called active by the depositor.

`Cc1cccc2sc(N(CCCN(C)C)C(=O)c3sc4ccccc4c3Cl)nc12` gave GSK3 alpha inh 3, HSP90 refold inh -1, IEC-6 cytotox -7 and KLF5 inhibitor 7.
COc1ccc(S(=O)(=O)N2CCN(c3ccc(F)cc3)CC2)cc1C(=O)N1CCOCC1 was read as GSK3B inh 3, GSK3 alpha inh -2, aSyn 5UTR inh 1, HSP90 refold inh 0, HIF act 0.4, AI-2 QS modul 2, HSF1 activator 3, IEC-6 cytotox 3, HSF1 inh -2 and KLF5 inhibitor -9.
`O=C(Cc1cccc2ccccc12)NCCOc1ccccc1F` gave GSK3B inh 1, GSK3 alpha inh 2, aSyn 5UTR inh 5, HSP90 refold inh -4, HIF act -0.5, AI-2 QS modul 29, HSF1 activator -10, IEC-6 cytotox 3, HSF1 inh -1 and KLF5 inhibitor -40.
Screening O=S(=O)(c1cccc(Cl)c1)N1CCC(c2nc3ccccc3[nH]2)CC1 returned GSK3B inh -1, GSK3 alpha inh 2, aSyn 5UTR inh 43, HSP90 refold inh 5, HIF act -0.2, AI-2 QS modul -2, HSF1 activator inconclusive, IEC-6 cytotox 19, HSF1 inh 19 and KLF5 inhibitor -24.
Screening CCOc1ccc(CN2CCNC(=O)C2CC(=O)NCC2CCOCC2)cc1 (stereo not drawn) returned GSK3B inh 1, GSK3 alpha inh -4, aSyn 5UTR inh 16, HSP90 refold inh 0, HIF act 0.3, AI-2 QS modul 15, HSF1 activator -9, IEC-6 cytotox 6, HSF1 inh -6 and KLF5 inhibitor -4.
For Nc1c(Cl)ncnc1N/N=C/c1ccnc2ccccc12 the results were GSK3B inh -25, GSK3 alpha inh 13, aSyn 5UTR inh -68, HSP90 refold inh 4, HIF act 1.7, AI-2 QS modul 12, HSF1 activator -20, IEC-6 cytotox 1, HSF1 inh -6 and KLF5 inhibitor -16.
Screening CC(C)Oc1ccc(C(CC(=O)NCCCN(C)C)c2ccc(F)cc2)cc1 (stereo not drawn) returned GSK3B inh 0, GSK3 alpha inh 0, aSyn 5UTR inh -2, HSP90 refold inh 1, HIF act 0.1, AI-2 QS modul 9, HSF1 activator 18, IEC-6 cytotox 1, HSF1 inh 9 and KLF5 inhibitor 26.
Screening Cc1cc(NC(=O)CCCn2nc(C)c([N+](=O)[O-])c2C)no1 returned GSK3B inh 1, GSK3 alpha inh -1, aSyn 5UTR inh -10, HSP90 refold inh -2, HIF act -0.3, AI-2 QS modul 22, HSF1 activator -14, IEC-6 cytotox 2, HSF1 inh 0 and KLF5 inhibitor -34.
For CCCc1nc(N2CCN(C)CC2)c2sc(=S)n(-c3ccccc3)c2n1 the results were GSK3B inh 3, GSK3 alpha inh 10, aSyn 5UTR inh 2, HSP90 refold inh -3, HIF act -0.3, AI-2 QS modul 19, HSF1 activator 12, IEC-6 cytotox -6, HSF1 inh 4 and KLF5 inhibitor -13.
For CC(C)(C)c1nnc(NC(=O)NS(=O)(=O)c2ccccc2)s1 the results were GSK3B inh -3, GSK3 alpha inh 0, aSyn 5UTR inh -12, HSP90 refold inh 0, HIF act 0.0, AI-2 QS modul 13, HSF1 activator 11, IEC-6 cytotox -5, HSF1 inh -5 and KLF5 inhibitor -56.
For O=C(COc1cccc2ccccc12)N1CCN(c2ccccc2)CC1 the results were GSK3B inh 10, GSK3 alpha inh -5, aSyn 5UTR inh 12, HSP90 refold inh 6, HIF act -0.3, AI-2 QS modul 12, HSF1 activator 19, IEC-6 cytotox 4, HSF1 inh -3 and KLF5 inhibitor 9.
`[O-][n+]1cccc(C(O)c2ccccc2)c1` (stereo not drawn) gave GSK3B inh -3, GSK3 alpha inh -2, aSyn 5UTR inh 2, HSP90 refold inh -4, HIF act -7.2, AI-2 QS modul -3, HSF1 activator 47, IEC-6 cytotox -5, HSF1 inh 17 and KLF5 inhibitor -36.
`O=C1COc2ccc(C(=O)COC(=O)CCSc3ccccc3)cc2N1` gave GSK3B inh 7, GSK3 alpha inh -2, aSyn 5UTR inh 2, HSP90 refold inh 7, HIF act 0.4, AI-2 QS modul -26, HSF1 activator -2, IEC-6 cytotox 1, HSF1 inh -3 and KLF5 inhibitor 2.
Cc1ccc(N(CC(=O)NC(C)c2ccccc2)S(=O)(=O)c2c(C)noc2C)cc1 (stereo not drawn) was read as GSK3B inh -2, GSK3 alpha inh 0, aSyn 5UTR inh 45, HSP90 refold inh 4, HIF act 1.2, HSF1 activator -39, IEC-6 cytotox 8, HSF1 inh -20 and KLF5 inhibitor -11.
CN(C)C(=O)c1noc2cc([N+](=O)[O-])ccc12 was read as GSK3B inh 1, GSK3 alpha inh -1, aSyn 5UTR inh 5, HSP90 refold inh 7, HIF act -0.9, AI-2 QS modul 18, HSF1 activator 11, IEC-6 cytotox -4, HSF1 inh -10 and KLF5 inhibitor -9.
Screening CCOC(=O)C1(Cc2ccc(OC)cc2)CCN(S(C)(=O)=O)CC1 returned GSK3B inh -1, GSK3 alpha inh 1, aSyn 5UTR inh -45, HSP90 refold inh -8, HIF act 0.5, AI-2 QS modul 19, HSF1 activator 23, IEC-6 cytotox 0, HSF1 inh 4 and KLF5 inhibitor -13.
For CCOC(=O)c1c(C)n(C(=O)c2ccco2)c(=O)n1C(=O)c1ccco1 the results were GSK3B inh -1, GSK3 alpha inh -4, aSyn 5UTR inh -23, HSP90 refold inh -3, HIF act -0.2, AI-2 QS modul 18, HSF1 activator -9, IEC-6 cytotox -3, HSF1 inh -5 and KLF5 inhibitor -25.
`CCOC(=O)CC(=O)CSc1nc2cc(C)ccc2cc1C` gave GSK3B inh 1, GSK3 alpha inh -1, aSyn 5UTR inh -12, HSP90 refold inh 0, HIF act 0.1, AI-2 QS modul -9, HSF1 activator 5, IEC-6 cytotox 10, HSF1 inh 7 and KLF5 inhibitor 5.
`COC(=O)c1[nH]c2ccccc2c1NC(=O)c1c(F)cccc1F` gave GSK3B inh 3, GSK3 alpha inh 0, aSyn 5UTR inh 2, HSP90 refold inh 1, HIF act -0.2, AI-2 QS modul 23, HSF1 activator 3, IEC-6 cytotox 3, HSF1 inh -9 and KLF5 inhibitor 4.
COc1ccccc1N(Cc1ccccc1)S(=O)(=O)c1cccc(C(=O)NC2CC(C)(C)NC(C)(C)C2)c1 was read as GSK3B inh -5, GSK3 alpha inh 3, aSyn 5UTR inh -17, HIF act 0.8, AI-2 QS modul 2, HSF1 activator -19 and HSF1 inh 0.
For CC(=O)c1nnn(-c2ccc([N+](=O)[O-])cc2)c1C the results were GSK3B inh -5, GSK3 alpha inh -2, aSyn 5UTR inh -1, HSP90 refold inh -3, HIF act 0.2, AI-2 QS modul 9, HSF1 activator 0, IEC-6 cytotox -2, HSF1 inh 3 and KLF5 inhibitor -10.
For COc1ccc(NC(=O)c2cc(Br)c(Br)s2)cn1 the results were GSK3B inh -21, GSK3 alpha inh 0, aSyn 5UTR inh -69, HSP90 refold inh 2, HIF act 2.4, AI-2 QS modul 28, HSF1 activator 7, IEC-6 cytotox 3, HSF1 inh 5 and KLF5 inhibitor -17.
`O=C(CSc1ccc(Cl)cc1)NCc1ccco1` gave GSK3B inh 1, GSK3 alpha inh 1, aSyn 5UTR inh -6, HSP90 refold inh 3, HIF act 1.5, AI-2 QS modul 30, HSF1 activator 20, IEC-6 cytotox 4, HSF1 inh 4 and KLF5 inhibitor 1.
`CC1(C)Nc2ccccc2C(=O)N1c1ccccc1` gave GSK3B inh -1, GSK3 alpha inh 0, aSyn 5UTR inh -55, HSP90 refold inh -3, HIF act 0.3, AI-2 QS modul 20, HSF1 activator 18, IEC-6 cytotox 2, HSF1 inh 2 and KLF5 inhibitor -58.
Cc1c([C@H]2[C@@H](CC#N)C2(C)C)c2ccccc2n1C was read as GSK3B inh -2, GSK3 alpha inh 0, aSyn 5UTR inh 7, HSP90 refold inh -1, HIF act -0.1, AI-2 QS modul 22, HSF1 activator 9, IEC-6 cytotox -4, HSF1 inh -10 and KLF5 inhibitor -13.
`CCCC(=O)N1c2ccccc2[C@@H](N(C(C)=O)c2ccccc2)C[C@H]1C` gave GSK3B inh -5, GSK3 alpha inh -2, aSyn 5UTR inh 18, HSP90 refold inh 1, HIF act 0.3, AI-2 QS modul 0, HSF1 activator -9, IEC-6 cytotox 7, HSF1 inh 0 and KLF5 inhibitor 10.
For Cn1nc(C(=O)NCCCN2CCCCC2)c2c1-c1ccccc1SC2 the results were GSK3B inh 2, GSK3 alpha inh -2, aSyn 5UTR inh -1, HSP90 refold inh 2, HIF act -0.2, AI-2 QS modul 1, HSF1 activator 5, IEC-6 cytotox 5, HSF1 inh -2 and KLF5 inhibitor -11.
Screening Cc1occc1C(=O)NN=C1C2CC3CC(C2)CC1C3 returned GSK3B inh -3, GSK3 alpha inh -2, aSyn 5UTR inh -141, HSP90 refold inh 4, HIF act 2.5, AI-2 QS modul 18, HSF1 activator 30, IEC-6 cytotox -3, HSF1 inh 25 and KLF5 inhibitor -185.
Screening O=C(CCNC(=O)c1ccc(Br)cc1)NC1CCCc2ccccc21 (stereo not drawn) returned GSK3B inh -2, GSK3 alpha inh -1, aSyn 5UTR inh 14, HIF act -1.7, AI-2 QS modul 8, HSF1 activator 6 and HSF1 inh 12.
For O=C(Nc1nc(-c2ccc([N+](=O)[O-])cc2)cs1)c1c(F)cccc1F the results were GSK3B inh -5, GSK3 alpha inh 1, aSyn 5UTR inh -39, HSP90 refold inh 5, HIF act 1.8, AI-2 QS modul 26, HSF1 activator 27, IEC-6 cytotox 1, HSF1 inh 7 and KLF5 inhibitor -18.
`COc1ccccc1NC(=O)CCS(=O)(=O)c1cc2c(cc1Cl)NC(=O)CO2` gave GSK3B inh 1, GSK3 alpha inh 0, aSyn 5UTR inh 14, HSP90 refold inh -2, HIF act 0.1, HSF1 activator -4, IEC-6 cytotox -13, HSF1 inh -2 and KLF5 inhibitor -45.
For CCOC(=O)C1=C(COC(=O)c2ccc(C)s2)NC(=O)NC1C (stereo not drawn) the results were GSK3B inh 2, GSK3 alpha inh 0, aSyn 5UTR inh -3, HIF act -0.6, AI-2 QS modul 33, HSF1 activator 21 and HSF1 inh 6.
O=C1c2ccncc2C(=O)N1c1cccc(Cl)c1 was read as GSK3B inh -6, GSK3 alpha inh 0, aSyn 5UTR inh -20, HSP90 refold inh 1, HIF act -0.5, AI-2 QS modul 12, HSF1 activator 14, IEC-6 cytotox -2, HSF1 inh 0 and KLF5 inhibitor -55.
COC(=O)Cn1c(=NC(=O)C2COc3ccccc3O2)sc2cc(S(N)(=O)=O)ccc21 (stereo not drawn) was read as GSK3B inh 3, GSK3 alpha inh 0, aSyn 5UTR inh -10, HSP90 refold inh 0, HIF act 0.0, AI-2 QS modul 18, HSF1 activator -3, IEC-6 cytotox 3, HSF1 inh 15 and KLF5 inhibitor 11.
`COC(=O)c1ccc(CSCC(=O)Nc2cc(OC)cc(OC)c2)o1` gave GSK3B inh 0, GSK3 alpha inh -12, aSyn 5UTR inh 3, HSP90 refold inh 3, HIF act -0.9, AI-2 QS modul 16, HSF1 activator 15, IEC-6 cytotox 6, HSF1 inh 3 and KLF5 inhibitor -3.
